Assay outcomes: PubChem, Sanford-Burnham Center for Chemical Genomics
APJ agonist = agonists of human APJ apelin receptor. P35414. CHO-K1 APJ PathHunter beta-arrestin, luminescence; 0% DMSO wells, 100% apelin. activation, % at 20 µM. 330,000 compounds, 0.11% hits;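 active means activation more than six SD over the plate average, tested at 20 µM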;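 further: 0% = DMSO alone and 100% = apelin-13 at 10 nM; some results filed as inactive read as strong as hits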
Target sequence (P35414 whole entry, looked up): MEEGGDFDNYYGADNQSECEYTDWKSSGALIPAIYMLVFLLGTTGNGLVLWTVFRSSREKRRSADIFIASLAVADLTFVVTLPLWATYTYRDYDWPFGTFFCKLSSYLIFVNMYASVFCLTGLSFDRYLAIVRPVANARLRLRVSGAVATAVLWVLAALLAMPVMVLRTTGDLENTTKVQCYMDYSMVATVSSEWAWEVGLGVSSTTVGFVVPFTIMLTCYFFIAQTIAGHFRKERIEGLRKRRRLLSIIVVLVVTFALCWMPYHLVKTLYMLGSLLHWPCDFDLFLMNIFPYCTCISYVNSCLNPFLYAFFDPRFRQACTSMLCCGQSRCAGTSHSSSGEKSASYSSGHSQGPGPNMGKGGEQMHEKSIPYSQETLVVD
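Material: CHO-K1 APJ beta-arrestin complementation cell line; Input: cell density 1000 per well; Incubation: compound stimulation 90 min at 25 °C, detection 60 min; Signal: luminescence from split beta-galactosidase complementation, Galacton Star/Emerald II substrate; Controls: DMSO-only wells as negative, 10 nM Apelin-13 as positive control.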
CXCR6 block = inhibitors of human CXCR6 receptor | inhibition, % at 20 µM | AID 602244 | O00574 | 360,000 compounds, 0.36% hits | CHO-K1 PathHunter CXCR6 beta-arrestin, luminescence; in the data active means inhibition above about 34%, passing the limit was not always enough;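 further: antagonist mode with CXCL16 agonist at 10 nM final; 0% = 10 nM CXCL16 with DMSO and 100% = unstimulated wells without agonist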
CCR6 antagonist = blocks CCL20-driven beta-arrestin recruitment at human CCR6. P51684. inhibition, % at 20 µM. CHO-K1 CCR6 PathHunter beta-arrestin, luminescence, CCL20-stimulated. 340,000 compounds, 0.49% hits;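 active means compounds whose inhibition of the agonist-driven luminescence signal at 20 µM reaches about 50%, limit read from the data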;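 further: cells stimulated with CCL20 at 14 nM final; plate controls were DMSO with CCL20 for no effect and DMSO without agonist for full effect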
Target sequence (P51684 whole entry, looked up): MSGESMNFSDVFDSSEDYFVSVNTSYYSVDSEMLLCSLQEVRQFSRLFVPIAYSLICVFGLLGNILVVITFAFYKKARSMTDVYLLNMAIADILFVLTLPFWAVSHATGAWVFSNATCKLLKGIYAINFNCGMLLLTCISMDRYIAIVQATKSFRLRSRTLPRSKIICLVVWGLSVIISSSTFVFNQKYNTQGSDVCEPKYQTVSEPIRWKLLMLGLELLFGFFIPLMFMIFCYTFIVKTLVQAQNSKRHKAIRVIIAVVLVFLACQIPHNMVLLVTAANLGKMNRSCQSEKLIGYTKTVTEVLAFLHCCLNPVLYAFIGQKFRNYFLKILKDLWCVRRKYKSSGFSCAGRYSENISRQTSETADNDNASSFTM
Mdm2 MdmX PPI = disrupts the human Mdm2-MdmX interaction. AID 485346. SaOS-2 split-luciferase Mdm2/MdmX complementation, luminescence. 330,000 compounds, 3% hits. inhibition, % at 8 µM;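 active means inhibition of at least 50% at 8 µM in the primary screen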
UPR CHOP act = apoptotic UPR (CHOP) activation. CHO-CHOP luciferase reporter, luminescence; percent of tunicamycin response over DMSO baseline. activation, % at 10 µM. 330,000 compounds, 0.34% hits;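 active means at 10 µM dose, activation of 40% or more, normalized to positive control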;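 further: 100% = tunicamycin at 10 µg/mL and 0% = DMSO alone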
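Dosing – one dose, 10 µM in 0.5% DMSO · System – CHO-CHOP cells, stable luciferase reporter of PERK-eIF2a-CHOP signalling · Input – 500 cells/well · Control set – tunicamycin 10 µg/mL final as positive, DMSO-only wells as negative · Timing – 6 h compound treatment, 37 °C · Measure – % activation vs tunicamycin · Technique – luminescence read with Steady-Glo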
tim23-1 inh = tim23-1 yeast growth inhibition; AID 463212; 330,000 compounds, 1.3% hits; inhibition, % at 20 µM; S. cerevisiae tim23-1 growth, BacTiter-Glo luminescence, 24 h;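 active means growth inhibition of the mutant yeast at or above 50%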;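 further: temperature-sensitive mutant grown at 25 °C; plate controls were DMSO-treated mutant yeast for no effect and medium wells lacking yeast for full effect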
APJ antagonist = blocks the human apelin receptor APJ | P35414 | CHO-K1 APJ beta-arrestin complementation, luminescence | inhibition, % at 20 µM | 330,000 compounds, 0.32% hits | AID 2521;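 active means inhibition above about 40% at 20 µM, limit read from the data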;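 further: cells challenged with 10 nM apelin-13 agonist together with compound; plate controls were apelin-13 plus DMSO wells for no effect and DMSO wells lacking apelin-13 for full effect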
UPR XBP1 act = adaptive UPR (XBP1) activation | activation, % at 20 µM | AID 463104 | 330,000 compounds, 0.33% hits | CHO-XBP1 luciferase reporter, IRE1-XBP1 UPR activation, luminescence; percent of tunicamycin response, DMSO as zero;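 active means versus positive control, 20 µM dose yields 30% or more activation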;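 further: 100% = tunicamycin at 10 µg/mL and 0% = DMSO only wells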
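Material: CHO-XBP1 cells stably carrying IRE1-XBP1-driven luciferase reporter / Amount: 1000 cells per well / Compound: 20 µM, 1% DMSO / Times: 6 h treatment, 37 °C / Detection: luciferase luminescence / Measure: % activation of reporter signal versus tunicamycin and DMSO controls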
EBI2 antag = antagonists of human EBI2 receptor; EBI2 beta-arrestin recruitment, luminescence, 7a,25-OHC stimulated; 360,000 compounds, 0.81% hits; inhibition, % at 5 µM; P32249; in the data active means inhibition above about 38%;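 further: enzyme fragment complementation signal reports receptor beta-arrestin coupling in cells; 0% = agonist plus DMSO wells and 100% = wells without agonist; some results beyond the cut were filed as inactive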
An asterisk follows results filed as active; . = no result given.

1	CCOc1ccc(CN(C)C(=O)c2cc3ccccc3o2)cc1OC
2	CCC(C)(NC(=O)c1ccc(=O)[nH]c1)C(=O)NC1CCCC1 (stereo not given)
3	Cc1oc(-c2ccccc2F)nc1CS(=O)(=O)CC(=O)NCCCN1CCc2ccccc2C1
4	CC(=O)Nc1ccc(Nc2nc3ccccc3n3cnnc23)cc1
5	O=C(CNS(=O)(=O)c1ccc(Br)cc1)N1CCN(c2ccc(F)cc2)CC1
6	Cc1ccc2c(c1)c(C1=NC(=S)NC1=O)c(O)n2C
7	COc1ccccc1N1CC(C)(C)C(=O)N(C(=O)c2ccc(C)cc2)C1=S
8	CCOC(=O)Cc1csc(NC(=O)CSc2nnc(-c3ccc(F)cc3)o2)n1
9	Cc1cc(C)cc(OCC(=O)OCC(=O)NCc2cccs2)c1
10	CC(=O)C1=C(C)Nc2ncnn2C1c1ccc(C)cc1 (stereo not given)

Screen / compound no.	1	2	3	4	5	6	7	8	9	10
APJ agonist	-1	-3	0	-1	-1	-4	2	-4	-2	-3
CXCR6 block	2	2	3	-7	-5	17	-3	-20	6	0
CCR6 antagonist	-1	2	0	-1	0	13	0	-8	-2	0
Mdm2 MdmX PPI	34	13	0	35	-19	23	30	1	3	-14
UPR CHOP act	1.4	-1.4	0.3	0.1	1.7	1.0	-0.3	-1.5	2.6	-0.6
tim23-1 inh	17	5	11	10	28	-41	49	11	6	-9
APJ antagonist	16	19	1	7	-12	-27	12	6	0	7
UPR XBP1 act	-5	3	1	4	0	-3	1	-3	-1	-4
EBI2 antag	38	-1	-3	1	9	7	3	-6	-12	2

11	CC(=O)Nc1ccc(S(=O)(=O)NC2CCSc3ccccc32)cc1 (stereo not given)
12	Cc1cccc(C(=O)N2CCN(CCNC(=O)C(=O)Nc3ccc(F)cc3)CC2)c1
13	COc1ccc(C(=O)Nc2cccc3c2CCCC3)cc1OC
14	CC(C)Cn1c(-c2ccco2)n[nH]c1=S
15	O=C(O)Cn1cc(/C=C2/NC(=O)N(c3ccc(Cl)cc3)C2=O)c2ccccc21
16	CSc1ncnc2sc(C)c(C)c12
17	O=C1NC(c2ccccc2)=C(c2ccc3ccccc3n2)C(c2ccc(F)cc2)N1 (stereo not given)
18	CC(C)C(=O)Nc1cccc(-c2nc3ccccc3o2)c1
19	O=C(CSc1nc2ncccc2[nH]1)Nc1c(F)cc(F)cc1Br
20	CCC(CO)Oc1cc(NCc2ccc(F)cc2)c2ncn(C(C)C)c2c1 (stereo not given)

Screen / compound no.	11	12	13	14	15	16	17	18	19	20
APJ agonist	3	-3	-1	3	-1	-2	-2	2	2	0
CXCR6 block	-7	-10	1	-1	-3	-3	7	-4	6	-2
CCR6 antagonist	8	15	4	2	12	7	5	-5	9	13
Mdm2 MdmX PPI	15	8	5	0	26	8	25	-25	-20	9
UPR CHOP act	1.6	0.5	0.6	0.4	2.6	1.7	-1.3	2.1	2.8	-0.4
tim23-1 inh	12	21	3	9	3	-3	-90	15	-2	10
APJ antagonist	8	12	-7	7	12	-5	-1	-14	-1	-1
UPR XBP1 act	0	-6	0	0	-3	11	-1	6	-4	-2
EBI2 antag	7	-4	0	-7	1	4	16	6	2	-1

Next part (four carried over from the part before).
17	O=C1NC(c2ccccc2)=C(c2ccc3ccccc3n2)C(c2ccc(F)cc2)N1 (stereo not given)
18	CC(C)C(=O)Nc1cccc(-c2nc3ccccc3o2)c1
19	O=C(CSc1nc2ncccc2[nH]1)Nc1c(F)cc(F)cc1Br
20	CCC(CO)Oc1cc(NCc2ccc(F)cc2)c2ncn(C(C)C)c2c1 (stereo not given)
21	CCS(=O)(=O)Nc1ccc(-c2nc3cccnc3s2)cc1
22	CC(=O)Nc1ccc(S(=O)(=O)N(C)CC(=O)NNC(=O)c2cccs2)cc1
23	COc1ccc(C(=O)NCc2nnc(SCC(=O)NC3CCCC3)o2)cc1
24	Cc1cc(F)c(F)c(C(=O)NC2CC2)c1Cl
25	C=CCn1c(SCC(=O)Nc2cc(C)on2)nc2sc(CC)cc2c1=O
26	N=c1n(CCN2CCCCC2)c2ccccc2n1CC(O)c1ccc(Cl)c(Cl)c1 (stereo not given)
27	CCCCCN(C(=O)CCC(=O)OCC(=O)c1ccc(C(C)CC)cc1)c1c(N)n(CCCC)c(=O)[nH]c1=O (stereo not given)
28	CCc1sc(N(C(=O)Cc2ccccc2)c2ccccc2F)nc1-c1ccc(C)cc1
29	COc1ccc(OC)c(Nc2cc(C(=O)NCCCN3CCOCC3)c3ccccc3n2)c1
30	Cc1cccc(NC(=S)NC(=O)/C=C/c2ccco2)n1

Screen / compound no.	17	18	19	20	21	22	23	24	25	26	27	28	29	30
APJ agonist	-2	2	2	0	-1	-4	1	3	1	4	1	-3	1	-2
CXCR6 block	7	-4	6	-2	-14	2	-18	-2	13	-7	13	0	0	8
CCR6 antagonist	5	-5	9	13	-19	1	4	8	22	30	12	24	-1	10
Mdm2 MdmX PPI	25	-25	-20	9	5	9	2	4	36	99*	0	16	16	-9
UPR CHOP act	-1.3	2.1	2.8	-0.4	-4.7	1.0	0.1	-0.3	4.3	1.8	4.5	-1.5	-2.0	2.8
tim23-1 inh	-90	15	-2	10	17	-8	-6	0	11	-40	8	6	6	57*
APJ antagonist	-1	-14	-1	-1	2	12	7	-3	-16	-7	-3	22	1	15
UPR XBP1 act	-1	6	-4	-2	-2	0	-4	-3	5	5	3	0	-2	17
EBI2 antag	16	6	2	-1	-6	3	-4	-4	-1	9	12	12	-4	-15

31	COC(=O)c1oc2ccccc2c1NC(=O)/C=C/C(=O)O
32	O=C1c2cccnc2C(Nc2ccc(F)c(Cl)c2)N1Cc1cccs1 (stereo not given)
33	CCOc1ccc(OCCC(=O)Nc2ccc(F)cc2C)cc1
34	COc1ccc(N2CS(=O)(=O)/C(=C/N(C)C)C2=O)cc1
35	N#CC(C(=O)c1ccc(S(=O)(=O)N2CCCCCC2)cc1)c1nc2ccccc2[nH]1 (stereo not given)
36	O=c1c2[nH]c3cccc(Cl)c3c2ncn1CC1CCCO1 (stereo not given)
37	COc1cc(CC(=O)OCC(=O)Nc2cc(S(=O)(=O)N3CCCC3)ccc2Cl)cc(OC)c1OC
38	Cc1cccc(C)c1NC(=O)C1CCCN1C(=O)NCc1ccccc1 (stereo not given)
39	CC(NC(=O)C1CCN(S(=O)(=O)c2ccc3nc4c(c(C(=O)O)c3c2)CCCC4)CC1)c1ccccc1 (stereo not given)
40	O=C(COC(=O)c1ccc(S(=O)(=O)N2CCCC2)cc1)Nc1cccc(Cl)c1

Screen / compound no.	31	32	33	34	35	36	37	38	39	40
APJ agonist	-2	-2	-2	-2	-3	1	-2	2	2	-4
CXCR6 block	-2	6	0	4	4	-2	-2	-10	-12	4
CCR6 antagonist	1	-4	11	17	13	-8	14	-8	-1	4
Mdm2 MdmX PPI	-9	4	21	-3	47	-3	8	24	29	11
UPR CHOP act	1.0	-0.3	0.6	-0.8	0.4	3.3	-0.7	0.6	1.1	-1.2
tim23-1 inh	-2	19	11	14	18	5	15	4	14	14
APJ antagonist	-2	-2	-3	-12	16	9	4	0	21	-13
UPR XBP1 act	0	5	2	-1	3	1	1	0	-1	-1
EBI2 antag	-5	4	3	-5	2	-7	3	4	-17	-8

41	CCN1CCN(S(=O)(=O)c2cccc([N+](=O)[O-])c2)CC1
42	C#Cc1cccc(C(=O)N2CCCC(Nc3cccc(F)c3)C2)c1 (stereo not given)
43	CC1CCN(S(=O)(=O)c2cccc(C(=O)Nc3nccs3)c2)CC1
44	Cc1cc(F)ccc1S(=O)(=O)Nc1ncnc2sc3c(c12)CCC3
45	Cc1cc(NC(=O)CSc2nnc(NC(=O)C3CC(=O)N(c4ccccc4)C3)s2)no1 (stereo not given)
46	Cc1ccc(S(=O)(=O)N(C)C)cc1NC(=O)CN1C(=O)NC2(CCCCCCC2)C1=O
47	Cc1ccccc1N=C1NC(=O)/C(=C/c2cccn2-c2cccc(C(=O)O)c2)S1
48	CCS(=O)(=O)n1nc(-c2ccccc2)nc1N
49	O=C(c1ccco1)N1CCN(c2ccc([N+](=O)[O-])cc2F)CC1
50	COc1ccc(CCNC(=O)N[C@@H](Cc2ccccc2)C(=O)O)cc1

Screen / compound no.	41	42	43	44	45	46	47	48	49	50
APJ agonist	-3	-2	-1	-2	3	-4	-2	3	-3	-2
CXCR6 block	8	-1	-4	-2	-2	6	.	2	-5	5
CCR6 antagonist	17	2	13	3	-6	5	9	-13	14	8
Mdm2 MdmX PPI	25	21	3	3	-6	11	-27	9	4	3
UPR CHOP act	0.6	-0.8	0.7	-0.1	2.9	-1.4	0.1	-0.5	0.3	1.8
tim23-1 inh	-9	17	35	7	4	7	-5	7	6	12
APJ antagonist	7	9	14	1	-7	-5	8	-6	4	-7
UPR XBP1 act	-3	-4	-2	1	0	-1	3	1	-6	0
EBI2 antag	4	7	-7	3	-8	0	.	-1	-6	2

As entered above.
For CCR6 antagonist, #42 reads 2
For CCR6 antagonist, #44 reads 3

Later entries
51	O=C(/C=C/c1ccccc1[N+](=O)[O-])NC1CCCC1
52	O=C(NC1CC1)c1cccc2c1C(=O)c1ccc(N3CCC(Cc4ccccc4)CC3)cc1S2(=O)=O
53	CC[n+]1c(C)n(-c2ccccc2)c2ccc(C(=O)OC)cc21
54	CN(C(=O)c1cc2ccccc2o1)c1c(N)n(Cc2ccccc2)c(=O)[nH]c1=O
55	CCCCCOc1ccc(C(=O)NCC2(c3ccccc3)CCOCC2)cc1
56	CCOC(=O)CCC(=O)N1CCOCCN(C(=O)CCC(=O)OCC)CCOCC1
57	C=CCOC(=O)C1=C(C)NC(=O)NC1C1CC=CCC1 (stereo not given)
58	O=C(/C=C/c1ccccc1)Nc1ccc(Br)cn1

Screen / compound no.	51	52	53	54	55	56	57	58
APJ agonist	-1	3	-1	2	-3	7	-2	-5
CXCR6 block	-9	-10	-2	-4	-5	-2	4	10
CCR6 antagonist	18	3	5	2	8	-16	-10	-6
Mdm2 MdmX PPI	-2	17	0	6	-11	-12	18	-40
UPR CHOP act	-1.4	1.4	-0.5	0.6	-0.3	0.7	-0.2	2.0
tim23-1 inh	8	23	-8	18	51*	-2	6	-22
APJ antagonist	-2	6	3	-2	-4	-12	27	2
UPR XBP1 act	1	-1	0	3	-1	2	-1	1
EBI2 antag	-2	-13	1	0	0	-2	9	24

The list is partial; the hit share may differ from the screen's.
